Bioassay records (PubChem)
S3 lipid droplet – qHTS Assay for Lipid Storage Modulators in Drosophila S3 Cells. Drosophila S3 cells, BODIPY lipid droplet fluorescence, 18-24 h; cells fed with added oleic acid. Potency in µM for hits, for the others lipid storage change, negative = inhibition, % at the top dose, mostly 46.1 µM. 320,000 tested, 0.64% active. AID 2685, 2010; active means well fitted inhibition curve with a large enough effect in the signal ratio, with a control signal flat, not every such curve was filed as active; inconclusive means small, poorly fitted or top-dose-only effect, or effect the other way, or a change in a side signal; the % refers to the signal ratio
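Laser-scanning cytometry quantifies lipid droplet accumulation (500–530 nm total intensity; droplet/cell object ratio) in oleic acid-fed (400 uM added) Drosophila S3 cells treated with a concentration series. 20 uM Triacsin C defined 100% inhibition.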
S3 lipid droplet cell count max – also measured in S3 lipid droplet; calls as there; cell number change, %; measured here: cell count max response;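 cells counted by Cell Tracker Red CMTPX staining in the red channel; peak over a dose series mostly up to 46.1 µM; percent activity relative to internal control wells on each plate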
Numbers without * were called inactive; i = inactive; u = inconclusive; x = not tested or not shown. On the % scale 0 is the no-effect control and ±100 the full control effect; potency means the concentration at half of the fitted maximal effect.

S3 lipid droplet | S3 lipid droplet cell count max | compound
u | x | COCC(=O)N1CCC(Oc2ccc(C(=O)N3C[C@@H](C)O[C@@H](C)C3)cc2)CC1
u | x | Cc1ccc(Sc2ccc(NC(=O)CCN3C(=O)NC4(CCCC4)C3=O)cc2)c(C)c1
i | 3 | CCN(CC)C(=O)Cn1nc(-c2ccncc2)nc1SCC(=O)Nc1ccc(OC)cc1
u | x | CCOc1ccc(OCCNC(=O)C(NC(=O)c2c(F)cccc2F)C(C)C)cc1 (stereo unspecified)
-3% | 0 | COc1ccccc1CN1CC(C(=O)NCCc2ncccc2C)CCC1=O (stereo unspecified)
-9% | -4 | O=C1CC(N(Cc2cccs2)C(=O)Nc2ccccc2)C(=O)N1c1ccc(Cl)cc1 (stereo unspecified)
u | x | C/C(=N\NC(=O)c1ccc(Cn2cc(Br)cn2)o1)c1ccc(NC(=O)c2ccoc2C)cc1
u | x | COC(=O)c1cc(NC(=O)Cn2c(=O)oc3ccccc32)cc(C(=O)OC)c1
u | x | CCOc1ccc2nc(SCC(=O)c3ccc(Cl)s3)sc2c1
-16% | -4 | CC/C(=N/O)c1cnnc(SC)n1
i | -25 | COc1ccccc1C(=O)Nc1nnc(SCC(=O)NCC2CCCO2)s1 (stereo unspecified)
u | x | N=c1oc2cc(O)ccc2cc1C(=O)Nc1nc2ccccc2s1

Taken from above:
`CC/C(=N/O)c1cnnc(SC)n1` in S3 lipid droplet cell count max is listed with -4
`COc1ccccc1C(=O)Nc1nnc(SCC(=O)NCC2CCCO2)s1` (stereo unspecified) in S3 lipid droplet cell count max is listed with -25

Next compounds follow.
S3 lipid droplet | S3 lipid droplet cell count max | compound
u | x | CNC(=O)C1CC(=O)N(c2ccc(OCC(=O)Nc3ccccc3C)cc2)C1 (stereo unspecified)
-10% | 0 | Cc1cccc(-c2ncc(CN3CCN(CCC(C)C)C(CCO)C3)cn2)c1 (stereo unspecified)
3% | 0 | CN(C)[C@@H]1CCC[C@H]1OC(=O)C(c1ccccc1)c1ccccc1
u | x | CCN(CC)C(=O)c1cn(-c2cccc(OC)c2)c(=O)c2ccccc12
u | x | O=C(COC(=O)c1c(F)cccc1F)Nc1ccccc1OC(F)F
u | x | CCc1c(C#N)c(SCCC(=O)Nc2ccc(F)cc2)nc2c1C(=O)CC(C)(C)C2
-7% | 4 | O=S(=O)(c1cccs1)N1CCN(c2ccc(Cl)cc2)CC1
u | x | O=C(N/N=C/c1sc2ccccc2c1O)c1cccc2ccccc12
u | x | CCn1c(C)nc2cc(C(=O)NNC(=S)Nc3ccccc3)ccc21
u | x | COc1ccc(/C=C/C(=O)NC(=S)Nc2ccc(S(=O)(=O)Nc3cc(C)on3)cc2)cc1
u | x | NS(=O)(=O)c1ccc(NC(=S)N2CCc3ccccc32)cc1
u | x | Cc1ccc(S(=O)(=O)N2CCCN(C(C)c3nc4ccccc4c(=O)[nH]3)CC2)cc1 (stereo unspecified)
i | -9 | COc1ccc(C)cc1NC(=O)C1CCCN(S(=O)(=O)c2ccc3[nH]c(=O)ccc3c2)C1 (stereo unspecified)
u | x | O=C(CN1C(=O)/C(=C/c2ccc(C(F)(F)F)cc2)Sc2ccccc21)NCCCN1CCOCC1
u | x | CNC(=S)NCc1ccc(OC)cc1
8% | -3 | c1cnc(Oc2ccc(-c3nnco3)cc2)cn1
-9% | -5 | CCN1CCOC(CC(=O)Nc2cccc([N+](=O)[O-])c2)C1=O (stereo unspecified)
u | x | CCCN1CCN(CCNC(=O)Nc2cc(C)ccc2C)CC1
-9% | -5 | COc1ccc(C(CC(=O)O)NS(=O)(=O)c2ccc(C)cc2)cc1OC (stereo unspecified)
i | 3 | COc1ccccc1N(CC(=O)NCC1CCCO1)C(=O)CCC(=O)Nc1cc(C)on1 (stereo unspecified)
i | 9 | CCC(C)Sc1cccc(-c2nc3ccc(C)cn3c2NC2CCCCC2)c1 (stereo unspecified)
i | x | O=C(O)CCCNC(=O)c1cncc(O)c1
-10% | 15 | COC(=O)c1ccc(OCC(=O)Nc2nn(-c3ccccc3)nc2C(N)=O)cc1
2% | 3 | Cn1c(SCC(=O)Nc2nccs2)nnc1-c1cccnc1

5 consecutive entries already listed, for reference:
S3 lipid droplet | S3 lipid droplet cell count max | compound
u | x | COCC(=O)N1CCC(Oc2ccc(C(=O)N3C[C@@H](C)O[C@@H](C)C3)cc2)CC1
u | x | Cc1ccc(Sc2ccc(NC(=O)CCN3C(=O)NC4(CCCC4)C3=O)cc2)c(C)c1
i | 3 | CCN(CC)C(=O)Cn1nc(-c2ccncc2)nc1SCC(=O)Nc1ccc(OC)cc1
u | x | CCOc1ccc(OCCNC(=O)C(NC(=O)c2c(F)cccc2F)C(C)C)cc1 (stereo unspecified)
-3% | 0 | COc1ccccc1CN1CC(C(=O)NCCc2ncccc2C)CCC1=O (stereo unspecified)

Later entries
S3 lipid droplet | S3 lipid droplet cell count max | compound
u | x | Cc1ccccc1C(=O)N(C)Cc1ccccc1
u | x | O=S(=O)(Nc1ccccn1)c1ccc(Oc2ccccc2)cc1
i | x | O=C(O)c1ccc(NC(=O)C2(c3ccccc3)CCCC2)cc1
-12% | -5 | Cc1cnn(-c2cc(N/N=C/c3ccccc3F)ncn2)c1
-12% | 17 | COCCSc1ccccc1C(=O)Nc1nccs1
u | x | CCN(CC)S(=O)(=O)c1ccc(NC(=O)c2ccc(OCC3CCCO3)cc2)cc1 (stereo unspecified)
u | x | CCOc1cc(NC(=S)NCC(C)C)c(OCC)cc1NC(=O)c1cccs1
u | x | Cc1ccc(-c2csc(N3CCN(c4cc5c(cc4Cl)nc(C)n5CCN4CCCCC4)CC3)n2)cc1
u | x | N#Cc1ccc(C(=O)Nc2nnc(-c3cccs3)o2)cc1
u | x | COCC(C)n1c(C)cc(C(=O)COC(=O)c2oc3ccccc3c2C)c1C (stereo unspecified)
1% | 11 | COc1ccc(-c2cc(C(=O)N3CCN(c4ccccc4OC)CC3)no2)cc1OC
u | x | CN1CCc2cc3c(c4c2[C@H]1[C@H](O)c1ccccc1-4)OCO3

Gathered by group: those above with a furan ring, fused or not.
S3 lipid droplet | S3 lipid droplet cell count max | compound
u | x | C/C(=N\NC(=O)c1ccc(Cn2cc(Br)cn2)o1)c1ccc(NC(=O)c2ccoc2C)cc1
u | x | COCC(C)n1c(C)cc(C(=O)COC(=O)c2oc3ccccc3c2C)c1C (stereo unspecified)

Following part:
S3 lipid droplet | S3 lipid droplet cell count max | compound
u | x | N#C/C(=C\Nc1ccccc1SC(F)(F)F)c1nc(-c2ccc(F)cc2)cs1
i | x | COc1ccc(C)cc1NC(=O)NC1CCN(Cc2ccccc2)CC1
u | x | O=C(CNS(=O)(=O)c1ccc(Br)s1)NCc1ccc2c(c1)OCO2
15% | 6 | COCc1cccc(NC(=O)Cc2cccc3ccccc23)c1
-8% | -5 | O=C(NCc1ccc2c(c1)OCO2)C1CCN(c2nccc(C(F)(F)F)n2)CC1
i | x | COc1cc(NC(=O)Cc2ccccc2OC)cc(OC)c1
u | x | Cc1ccc(C)n1-c1ccc(C(=O)NN=C2CCCC2)cc1
10% | x | CCN(CC(=O)Nc1ccc2c(c1)OCCO2)C(=O)C1CC(=O)N(c2ccc(OC)cc2OC)C1 (stereo unspecified)
1% | 21 | CCCOc1ccc(C(=O)Nc2c[nH]c(=O)[nH]c2=O)cc1
u | x | COc1ccc(/C=C2/SC(=O)N(CCCCCC(=O)Nc3ccccc3C(=O)O)C2=S)cc1
u | x | O=C(CNC(=O)c1sc2ccccc2c1Cl)NCc1ccccc1
0% | -14 | O=C(Nc1nc2ccc(F)cc2s1)c1ccc(N2CCCC2=O)cc1
u | x | O=C(c1ccccc1)N1CCSc2sccc2C1=O
u | x | Cc1ccc(S(=O)(=O)N2CCC(N3CCN(C)CC3)CC2)cc1Cl
u | x | CCCS(=O)(=O)N1CCC(C(=O)NC2CCCC(C)C2C)CC1 (stereo unspecified)
u | x | NS(=O)(=O)c1cccc(NC(=O)CN2CCCc3ccccc32)c1
u | x | Cc1cccc(-c2nnc(N)s2)c1
u | x | O=[N+]([O-])c1ccc(F)cc1F
-19% | -10 | Cc1ccc(-c2csc(NC(=O)c3cccc([N+](=O)[O-])c3C(=O)O)n2)cc1
u | x | O=C(CN1CCN(S(=O)(=O)c2ccc(Cl)cc2)CC1)NCc1cccs1
i | -16 | O=S(=O)(NCCSc1ccccc1)c1ccc2c(c1)OCCO2
-10% | -3 | CN(C(=O)Cn1nnc(-c2cccc(C(F)(F)F)c2)n1)C1CCCCC1
8% | 8 | COc1ccc(C2SCCN2C(=S)Nc2ccc(Cl)cc2)cc1 (stereo unspecified)
u | x | CC(CNC(=O)c1ccc(C(C)(C)C)cc1)CN(C)C (stereo unspecified)
-6% | -15 | CCc1cc2cc(C)cc(C)c2[nH]c1=S
i | x | COc1ccc(-c2cc(C(=O)Nc3cccc(S(=O)(=O)NCc4ccco4)c3)c3ccccc3n2)cc1OC
i | x | O=C(Nc1ccc(CN2CCCCC2)cc1)c1ccc2c(c1)OCO2
3% | -2 | CC(C)n1c(O)c(N=NC(=O)CNC(=O)CCc2ccccc2)c2ccccc21
u | x | O=C(Nc1cc(S(=O)(=O)N2CCOCC2)ccc1N1CCOCC1)c1cn2ccccc2n1
-4% | 7 | COC(=O)c1ccc(N2CCN(C(C)=O)CC2)c(NC(=O)COc2ccccc2C)c1
-8% | -10 | CCOc1ccc(-n2cnc3scc(-c4ccc(OC)c(OC)c4)c3c2=O)cc1
7% | 2 | COc1cc(C(=O)NCc2ccccc2)ccc1OC(F)F
u | x | Cc1cc(C)c(S(=O)(=O)n2ccc(-c3ccc(OCCN(C)c4ccccn4)cc3)n2)c(C)c1
u | x | CNC(=O)CN(C)S(=O)(=O)c1ccc(OC)c(Cl)c1
4% | 15 | C#CCOC(=O)Nc1ccc(OCC(F)(F)F)nc1
u | x | Cc1cc(C)n2ncc(-c3cccc(Br)c3)c2n1
u | x | N#CC1(c2ccccc2)CCCN1C(=O)c1ccc(Br)o1 (stereo unspecified)
7.3µM* | 5.2* | Cc1cc2oc(=O)sc2cc1NS(=O)(=O)c1ccccc1
u | x | CCOC(=O)c1ccc(NC(=O)C2CCC(CNc3c(N4CCOCC4)c(=O)c3=O)CC2)cc1 (stereo unspecified)
-4% | -27 | Cc1cc(=O)c2cc(Br)ccc2n1CC(=O)NCc1ccccc1
u | x | O=C(CN1CCCCC1)Nc1c2c(nc3ccccc13)N(c1ccccc1)CC2
-2% | -4 | C#CC[N+](C)(C)CC#Cc1ccc(Cl)cc1
u | x | CCOc1ccccc1NC(=O)C1CCCN(S(=O)(=O)c2ccc3c(c2)C(C)(C)C(=O)N3C)C1 (stereo unspecified)
u | x | O=C(C1CCCO1)N1CCN(C(=S)Nc2ccc(Cl)cc2)CC1 (stereo unspecified)
9% | 6 | CCOP(=O)(Nc1ccc2oc(=O)c3ccccc3c2c1)OCC
i | x | Cc1ccc(-n2c(C)cc(/C([O-])=C(/C(=S)Nc3ccc(F)c(Cl)c3)[n+]3ccccc3)c2C)cc1
u | x | CCOc1ccc(CC(=O)Nc2ccc(S(=O)(=O)Nc3cc(C)on3)cc2)cc1OCC
0% | 3 | O=C1C2ON(c3ccc(Cl)cc3)C(c3ccco3)C2C(=O)N1c1ccccc1 (stereo unspecified)

Arranged by number of heavy atoms (lowest first): part of the list above
S3 lipid droplet | S3 lipid droplet cell count max | compound
i | x | O=C(O)CCCNC(=O)c1cncc(O)c1
i | x | COc1cc(NC(=O)Cc2ccccc2OC)cc(OC)c1
u | x | CCn1c(C)nc2cc(C(=O)NNC(=S)Nc3ccccc3)ccc21
-8% | -5 | O=C(NCc1ccc2c(c1)OCO2)C1CCN(c2nccc(C(F)(F)F)n2)CC1
u | x | CCOc1ccc(OCCNC(=O)C(NC(=O)c2c(F)cccc2F)C(C)C)cc1 (stereo unspecified)
u | x | COc1ccc(/C=C/C(=O)NC(=S)Nc2ccc(S(=O)(=O)Nc3cc(C)on3)cc2)cc1

Continuation:
S3 lipid droplet | S3 lipid droplet cell count max | compound
13% | 3 | Cc1nc(-c2ccc3c(c2)CCC(=O)N3)cs1
u | x | CCC(C)(C)NC(=O)CN(CCc1cccc(C)c1)C(=O)c1csnn1
u | x | Cc1ccc(C2=NN(S(=O)(=O)c3ccccc3)C(c3ccccc3O)C2)cc1 (stereo unspecified)
u | x | COC(=O)[C@H](Cc1ccccc1)NC(=O)O[C@@H]1C(=O)c2cc(OC)ccc2O[C@H]1c1ccc(OC)c(Br)c1
1% | 10 | COc1ccc(-c2nnc(Nc3ccc(S(=O)(=O)Nc4nccs4)cc3)c3ccccc23)cc1
11% | -14 | Cc1ccc(OCC(=O)NNC(=O)C2CCN(c3nccc(C)n3)CC2)cc1
u | x | CCOC(=O)[C@H]1[C@H]2COc3cc(OC)ccc3[C@@H]2N2C(=O)c3cc(OC)c(OC)cc3NC(=O)[C@@]12C
u | x | CCOC(=O)C(NC(C)=O)C(=O)Nc1ccc(C)cc1C (stereo unspecified)
u | x | COc1ccc(N2CCN(C3CCN(S(=O)(=O)c4ccc(F)cc4)CC3)CC2)cc1
u | x | CC(C)C(=O)Nc1ccc2c(c1)nc(CCN1CCN(C)CC1)n2C
i | 2 | CC(C)NS(=O)(=O)c1ccc(NC(=O)c2cccnc2)cc1
i | -21 | Cc1cccc(N2CCN(C(=O)c3ccc(CS(=O)Cc4ccc(Cl)cc4)o3)CC2)c1C (stereo unspecified)
4% | 5 | COc1ccc(C(=O)OCC(=O)c2ccc(C)c(S(=O)(=O)N3CCOCC3)c2)cc1OC
-8% | -7 | CC(C(=O)NCC1CCCCC1)N(C)CC(=O)Nc1ccc(N2CCOCC2)cc1 (stereo unspecified)
u | x | Cn1c(=O)c2c(nc(SCc3ccc(F)cc3)n2C)n(C)c1=O
u | x | Cc1ccc(S(=O)(=O)N(C)C)cc1NC(=O)COC(=O)c1ccc2c(c1)OCO2

These rows are one share of the data; the hit share may differ from the screen's.
